Source: PubChem BioAssay (National Center for Advancing Translational Sciences (NCATS))
aSyn rescue: qHTS of alpha-syn Inhibitors | Potency, µM (titrated, usually from 46.1 µM), inactives show top-dose growth rescue (activation), usual class: activators | AID 652106, 2013 | Yeast expressing alpha-synuclein, growth rescue, BacTiter-Glo, 24 h | hit rate 0.14% among 370,000; further: potency means the concentration at half of the fitted maximal effect; % of control where 0% means no effect; nearly all actives have a fitted effect of over 65% in size
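Screening used galactose-induced yeast with toxic alpha-synuclein levels, exposed to compound for 24 hr at 30 deg C. Cell growth, read with BacTiter-Glo luminescence, gave the measured signal.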
TDP43 rescue: qHTS of TDP-43 Inhibitors | hit rate 1.8% among 410,000 | Potency, µM (top dose mostly 46.1 µM), without a hit: at the top dose growth rescue (activation), actives largely listed as activators | TDP-43 expressing yeast growth rescue, BacTiter-Glo, 24 h; further: potency means the concentration at half of the fitted maximal effect; % of control where 0% means no effect; nearly all actives have a fitted effect of over 50% in size
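Yeast cells expressing TDP-43 under galactose induction are exposed to compounds for 24 hr at 30 deg C. BacTiter-Glo luminescence measures growth, so protective compounds score as activators.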
DRD3 agonist: qHTS of D3 Dopamine Receptor Agonist: qHTS. AID 652048, 2013. D(3) dopamine receptor (Homo sapiens), P35462. hit rate 0.58% among 410,000. max activation, %. D3R DiscoveRx beta-arrestin cells, luminescence, 90 min; in the data active means max activation above about 30%; further: 0% is about no effect; mostly tested at two doses, the higher about 12 µM
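Cells at 1500/well, incubated overnight, then treated with pinned compounds (dopamine as control) for 90 min at 37 degrees C. DiscoveRx reagent added for 30 - 60 minutes at room temperature; luminescence read.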
GLP-1R agonist: qHTS of GLP-1 Receptor Agonists | AID 624172, 2012 | Glucagon-like peptide 1 receptor (Homo sapiens), P43220 | hit rate 0.007% among 380,000 | Potency, µM (top dose mostly 45.6 µM), for inactives: top-dose activation, actives largely listed as activators | HEK293 GLP-1R CRE-luciferase, luminescence, 4-6 h; cells express a hypersensitive GLP-1R form; further: potency means the concentration at half of the fitted maximal effect; % of control where 0% means no effect
Target sequence (P43220 whole entry, looked up): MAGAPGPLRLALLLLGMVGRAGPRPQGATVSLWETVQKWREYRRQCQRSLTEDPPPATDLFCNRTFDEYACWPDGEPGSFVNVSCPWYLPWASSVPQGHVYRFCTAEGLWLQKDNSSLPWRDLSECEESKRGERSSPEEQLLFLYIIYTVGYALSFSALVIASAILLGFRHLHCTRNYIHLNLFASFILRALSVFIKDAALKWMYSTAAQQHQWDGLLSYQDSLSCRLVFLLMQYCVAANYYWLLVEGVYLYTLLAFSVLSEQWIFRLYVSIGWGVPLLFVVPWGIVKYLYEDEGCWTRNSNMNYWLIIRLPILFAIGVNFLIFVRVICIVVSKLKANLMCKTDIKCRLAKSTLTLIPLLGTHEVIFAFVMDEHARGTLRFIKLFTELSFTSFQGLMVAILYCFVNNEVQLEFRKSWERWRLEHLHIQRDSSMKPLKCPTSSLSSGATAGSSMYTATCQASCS
GLP-1R inv ag: qHTS of GLP-1 Receptor Inverse Agonists (Inhibition Mode); hit rate 1.6% among 410,000; Glucagon-like peptide 1 receptor (Homo sapiens), P43220; AID 624417, 2012; HEK293 GLP-1R CRE-luciferase, luminescence, 24 h; GLP-1R form is constitutively active; Potency, µM (series often up to 38.3 µM), for inactives: at the highest dose activity change, negative = inhibition, hits mostly inhibitors; further: potency means the concentration at half of the fitted maximal effect; on the % scale 0 is the no-effect control and ±100 the full control effect; nearly all actives have a fitted effect of over 55% in size
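Using stably transfected HEK293 (constitutively active GLP-1R, cAMP-luciferase reporter), compounds were incubated 24 hr and luciferase measured by luminescence.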
PTHR1 ag: qHTS for PTHR1 Agonists: Primary Screen; Potency, µM (doses to about 115 µM), without a hit: at the top dose activation, hits mostly activators; HEK293 GP2 PTHR1 cells, GloSensor cAMP luminescence, 1 h; Parathyroid hormone/parathyroid hormone-related peptide receptor (Homo sapiens), Q03431; AID 743266, 2014; hit rate 0.075% among 410,000; further: potency means the concentration at half of the fitted maximal effect; nearly all actives have a fitted effect of over 55% in size; some results filed as inactive show a strong effect at the top dose; inactives centre near -15; many of its hits are not listed in these tables
Target sequence (Q03431 whole entry, looked up): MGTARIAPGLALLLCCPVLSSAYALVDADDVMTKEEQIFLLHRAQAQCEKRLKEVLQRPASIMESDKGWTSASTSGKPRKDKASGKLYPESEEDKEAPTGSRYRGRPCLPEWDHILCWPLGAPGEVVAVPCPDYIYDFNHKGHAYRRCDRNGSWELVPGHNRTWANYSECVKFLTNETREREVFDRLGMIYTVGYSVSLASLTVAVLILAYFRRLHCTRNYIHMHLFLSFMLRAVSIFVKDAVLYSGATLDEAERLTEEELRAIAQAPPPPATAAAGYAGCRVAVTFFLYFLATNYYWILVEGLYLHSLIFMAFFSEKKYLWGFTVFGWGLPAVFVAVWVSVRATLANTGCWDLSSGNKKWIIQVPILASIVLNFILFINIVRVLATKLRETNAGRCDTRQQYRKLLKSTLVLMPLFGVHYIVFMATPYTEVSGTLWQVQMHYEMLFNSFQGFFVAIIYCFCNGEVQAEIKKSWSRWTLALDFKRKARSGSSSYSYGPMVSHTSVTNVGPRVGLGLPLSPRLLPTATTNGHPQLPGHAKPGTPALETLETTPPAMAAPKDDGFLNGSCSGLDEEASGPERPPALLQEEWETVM
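HEK-293-derived GP2 cells expressing PTHR1 and a GloSensor cAMP reporter, 3,000/well, plated overnight, given luciferin plus IBMX (each 0.5 mM as added) for 1 h at 37 °C, then compound for 1 h at 37 °C. Luminescence was read after 15 min at room temperature.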
GLP1R cytotox: qHTS of GLP-1 Receptor Inverse Agonists: Cytotox Screen; HEK293 cAMP-luciferase reporter cells, luminescence, 24 h; Potency, µM (highest dose often 38.3 µM), for inactives: at the highest dose activity change, negative = inhibition, actives largely listed as inhibitors; hit rate 0.13% among 410,000;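 further: loss of luciferase light is scored as toxicity; potency means the concentration at half of the fitted maximal effect; on the % scale 0 is the no-effect control and ±100 the full control effect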
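To flag toxic compounds, the library was rerun on cells for 24 hr at 37 deg C and 5% CO2. Viability-linked luminescence was captured 12 min after adding luciferase detection reagent.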
KB-V1 MDR tox: qHTS assay for MDR1-selective chemotherapeutics: Primary screen using the drug-selected MDR subline cells KB-V1; hit rate 3.4% among 400,000; KB-V1 MDR cells viability, CellTiter-Glo, 72 h; Potency, µM (doses to about 46.1 µM), inactives show at the top dose activity change, negative = cytotoxicity, usual class: cytotoxic; further: potency means the concentration at half of the fitted maximal effect; on the % scale 0 is the no-effect control and ±100 the full control effect; nearly all actives have a fitted effect of over 60% in size
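Luminescent ATP read-out (CellTiter-Glo, 10 min) measures survival of drug-selected KB-V1 MDR cells after 72 h, 37 degrees C compound exposure. Medium: phenol-red-free DMEM, 10% FBS. Values from fitted concentration-response curves.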
D3 antag: qHTS of D3 Dopamine Receptor Antagonist: qHTS; D3R cells, DiscoveRx beta-arrestin luminescence, antagonist mode; stronger effect = lower value; max response, negative = inhibition, %; AID 652054, 2013; hit rate 2.5% among 360,000; in the data active means max response below about -50%; inconclusive means no clear call, values can overlap the other calls; further: on the % scale 0 is the no-effect control and ±100 the full control effect; mostly tested at two doses, the higher about 12 µM
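Cells plated overnight at 1500 cells/well, then exposed to library compounds with dopamine controls for 90 minutes at 37 degrees C. DiscoveRx reagent added for 30–60 minutes at room temperature; luminescence read, quantitative HTS format.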
Numbers without * were called inactive; i = inactive; ? = inconclusive; . = not tested or not shown; & = joins results of further samples; [ ] = dose if it differs, or a comment. Unless noted, the call rests on the fitted dose curve; in most records, active means well fitted curve in the direction sought with a large enough effect; inconclusive means small, poorly fitted or top-dose-only effect, or another doubt; inactive means no such curve, though single readings can be large; an effect the other way counts as inactive or inconclusive.

SMILES	aSyn rescue	TDP43 rescue	DRD3 agonist	GLP-1R agonist	GLP-1R inv ag	PTHR1 ag	GLP1R cytotox	KB-V1 MDR tox	D3 antag
C=CS(=O)c1sc(Cl)c(N2CCOCC2)c1[N+](=O)[O-] (configuration not stated)	-83%[inhibitor]	?	-22	5%	?	-55%[inhibitor]	?	-27%	-84*
CN1CCN(c2ccc(C(N)=O)cc2[N+](=O)[O-])CC1	-20%	-5%	-3	1%	10%	-20%	-18%	?	-5
CCN1C(=O)NC(=O)/C(=C\c2cn(CC(=O)N3CCCC3)c3ccccc23)C1=O	-5%	11%	-3	-1%	15%	-7%	-2%	4%	-7
O=C(c1ccoc1)N1CCCC(N2CCN(c3cccc(C(F)(F)F)c3)CC2)C1 (configuration not stated)	2%	-5%	-20	-14%	?	i	-11%	.	-8
O=C(NCC1=C(c2cccc3ccccc23)C[C@@H]2CC[C@H]1N2Cc1ccco1)c1cccnc1	4%	0%	1	10%	-18%	-16%	2%	12%	19
Cc1c(N=Cc2c(O)n(Cc3ccc(F)cc3)c(=O)[nH]c2=O)c(=O)n(-c2ccccc2)n1C	.	7%	7	2%	0%	-8%	1%	2%	32
CCOc1ccc(-n2c(-c3ccoc3)nc3ccccc3c2=O)cc1	0%	-3%	10	-2%	1%	i	-13%	-10%	21
CN1C(CC(O)c2ccccc2)CCCC1CC(O)c1ccccc1 (configuration not stated)	3%	?	-18	?	-9%	-9%	-3%	-26%	10
Cc1cc(/C=C2\C(=O)NC(=O)N(c3ccc(Cl)cc3)C2=O)c(C)n1-c1cccc(C(=O)O)c1	1%	4%	3	-3%	-2%	-5%	-1%	3%	32
COCc1cc(OC(=O)N(C)C)nc(-c2ccccc2)n1	2%	24%	3	12%	22%	-6%	-2%	4%	1
C[C@]12CC[C@H](O)C[C@H]1CC[C@@H]1C2CC[C@]2(C)[C@@H](C3=CC(=O)OC3)[C@@H](O)C[C@]12O (some centres not stated)	3%	12%	51*	-16%	?	i	-15%	6.5µM*	7
O=S(=O)(NC1CCCCCCC1)OCC(Cl)(Cl)Cl	-16%	35µM*	9	19%	-9%	-16%	4%	4%	0
CCOC(=O)CC(SP1(=S)OCC2(CCCCO2)C(C2CCCCO2)O1)C(=O)OCC (configuration not stated)	1%	2%	2	10%	?	-4%	7%	-5%	0
CC12C(C(=O)O)C1(c1ccccc1)C2C(=O)O (configuration not stated)	3%	0%	-3	9%	5%	-7%	-20%	-2%	4
CC(=O)Nc1ccc(C2Sc3ccccc3NC3=C2C(=O)c2ccccc23)cc1 (configuration not stated)	.	24%	-9	.	-17%	-14%	?	-5%	.
Cc1ccc(Cn2nc(C)c(NC(=O)c3cc(-c4ccc(F)cc4)on3)c2C)cc1	.	10%	17	.	?	-31%[inhibitor]	-12%	-8%	.
Cc1ccc(S(=O)(=O)N(C)CCCC(=O)N2CCN(c3ccccn3)CC2)cc1	9%	4%	0	?	0%	i	4%	?	10
CCC1C2Cc3ccc(O)cc3C1(CC)CCN2C (configuration not stated)	-7%	-8%	-15	4%	-12%	i	2%	-15%	3
C[N+](C)(C)CC#CCOC(=O)Nc1cccc(Cl)c1	-16%&-9%	16%	-34	-4%	-15%	-23%	-1%	0%	-23
COc1ccccc1OCC(=O)N1CCN(Cc2ccc3c(c2)OCO3)CC1	-4%	6%	-2	1%	-5%[7.66 µM]	i	-5%[7.66 µM]	?	-2
CCC(=O)OC1(c2ccccc2)C(C)CN(C)CC1C (configuration not stated)	6%	.	1	2%	0%	-12%	-2%	7%	9
CC1CCCC(C)N1/N=C/c1c[nH]c2ccc(Br)cc12 (configuration not stated)	-4%	-12%	-14	-36%[inhibitor]	?	-14%	?	-10%	-76*
C=CCn1c(O)c(C(C)=NCCc2ccccc2)c(=O)[nH]c1=O	-2%	?	0	2%	6%	i	-9%	-20%	-9
Cc1cc(C)cc(NC(=O)Cn2c(=O)oc3cc(S(=O)(=O)N4CC(C)CC(C)C4)ccc32)c1 (configuration not stated)	8%	0%	0	-3%	?	-87%[inhibitor]	-12%	0%	5
c1nc2nc3c(c(N4CCNCC4)n2n1)CCCC3	1%	2%	-15	-1%	18%	-69%[inhibitor]	4%	?	-2
Next part:
SMILES	aSyn rescue	TDP43 rescue	DRD3 agonist	GLP-1R agonist	GLP-1R inv ag	PTHR1 ag	GLP1R cytotox	KB-V1 MDR tox	D3 antag
O=C(CNC(=O)c1ccc(Br)cc1)Nc1ccc(Br)cc1C(=O)c1ccccc1	24%	8%	-4	4%	-20%	-33%[inhibitor]	-39%	-11%	-23
CCOC(=O)N1CCC(NC(=O)CCc2nc(C3=CCN(C)CC3)no2)CC1	1%&0%	-23%&0%	-5&-1	5%&-14%	4%&0%	-6%	-1%&-6%	-18%&16%	4&6
CCc1ccc(-n2c(SC(CC)C(=O)N(CC)CC)nc3n[nH]c(C)c3c2=N)cc1 (configuration not stated)	.	0%	16	.	?	-14%	-15%	-19%	.
CCc1ccc(NC(=O)c2ccc3oc(=O)n(Cc4ccccc4)c3c2)cc1	.	19%	1	.	?	-51%[inhibitor]	-13%	-15%	.
COc1ccc(Cn2c(N)c(C(=O)NCc3ccco3)c3nc4ccccc4nc32)cc1	21%	5%	10	-7%	?	i	98%[activator]	-27%	5
O=C1NC(=O)C(CCc2ccncc2)(CCc2ccncc2)C(=O)N1Cc1ccc(F)cc1	1%	-8%	-7	11%	4%	i	?	-19%	-13
CCCCCCn1c(=O)c(C(=O)Nc2cnccn2)c(O)c2ccccc21	8%	-45%[inhibitor]	11	-1%	2%	-27%	15%	1.3µM*	8
CN1C(=O)/C(=C\c2ccc(Br)s2)C(=O)NC1=S	-63%[inhibitor]	-94%[inhibitor]	-8	1%	21%	-31%[inhibitor]	-2%	0%	-20
Cc1ccccc1N1C(=O)NC(=O)/C(=C\c2cc(C)n(C)c2C)C1=O	6%	-6%[9.22 µM]	1	27%	23%	i	-13%	13%	2
Cc1cccc(Cn2cc(C=O)c3ccccc32)c1	7%	14µM*	9	10%	4µM*	-23%	-7%	-21%	18
O=c1[nH]c(O)c(N=Nc2ccc(Cl)c(S(=O)(=O)Nc3ccccc3Cl)c2)c(=O)[nH]1	3%	25%	4	-3%	?	-2%	-15%	?	24
Cc1ccc2nc(SCC(=O)N/N=C/c3ccco3)cc(C)c2c1	6%	?	4	25%	-31%	-7%	-15%	-6%	18
CCn1c(C)nc2cc(S(=O)(=O)Nc3ccc(C)cc3)ccc21	0%	-14%[0.397 µM]	-9	5%	?	-8%	0%	-18%	-5
CC(NCc1cccc(Cl)c1Cl)C(O)c1ccccc1 (configuration not stated)	-5%	1%	-35	18%	?	?	-1%	0%	-29
CN(C)CCNC(=O)c1cccn(Cc2cc(C(F)(F)F)cc(C(F)(F)F)c2)c1=O	-3%	0%	-13	13%	?	?	-12%	0%	-19
Cc1ccc(C)c(NC(=S)NCCc2cnc[nH]2)c1	-9%	0%	-13	5%	-11%	-21%	?	2%	-18
COc1ccc(CC(C)NCCc2ccc(OC)c(OC)c2)cc1 (configuration not stated)	-2%	-11%	-6	-3%	8%	-2%	-1%	12%	-13
O=c1oc2ccccc2c(O)c1[C@H]1c2ccc(O)cc2Oc2c1c(=O)oc1ccccc21	0.56µM*	5.6µM*	-5	-6%	?	-17%	?	-8%	-3
CC1(S(=O)(=O)O)CC(=O)c2ccccc2C1=O (configuration not stated)	0%	26%	2&1	-12%&-2%	1%	-86%[inhibitor]	194%[activator]	-13%	0
COc1ccc2nc3oc(C(=O)N4CCC5(CC4)OCCO5)cc3cc2c1	?	22%	3	18%	0%	-24%	-5%	5%	-9
Clc1ccc(CNCCc2ccc3c(c2)OCO3)cc1	-4%	-17%	-11	19%	-28%	-6%	-9%	11%	-25
O=c1[nH]c2c(c(=O)n1C1CCCCC1)CCC2	-11%	-14%	3	-3%	0%	-9%[57.5 µM]	6%	3%	15
O=c1[nH]c(=O)n(CCc2ccccc2)c(O)c1C=NCCN1CCNCC1	-4%	-14%	-4	1%	16%	i	6%	-2%	3
Cc1[nH]c2ccc(OCc3ccccc3)cc2c1CCN	3%	12%	0	-3%	?	-24%	?	-13%	5
COc1ccc(CN2Cc3cc(-c4cccc(F)c4)ccc3-n3nncc3C2)cc1	5%	22%	6	-1%	23%	-12%	2%	?	17
COC(=O)C1=C(c2ccc(F)cc2F)C[C@@H]2CC[C@H]1N2C(=O)NCCCOC(C)C	-14%	20%	5	8%	-15%	i	1%	-8%	-7
CC(=O)C1C(=O)NC23CCCCC2C1c1ccccc1O3 (configuration not stated)	2%	-11%	-12	6%	?	-1%[57.5 µM]	4%	6%	9
Cc1ccc(Sc2ccc(C=C3C(=O)N(C)C(=O)N(C)C3=O)o2)cc1	-10%	?	-10	-19%	6%[0.307 µM]	i	-1%[0.307 µM]	4%	-16
Cc1c(Cl)cccc1NC(=S)N1CC2CC(C1)c1cccc(=O)n1C2 (configuration not stated)	0%	13%	1	1%	-4%	-25%	-2%	18%	-7

Some entries already given with just GLP1R cytotox and aSyn rescue:
Compound | GLP1R cytotox | aSyn rescue
Cc1cccc(Cn2cc(C=O)c3ccccc32)c1 | -7% | 7%
CN1C(=O)/C(=C\c2ccc(Br)s2)C(=O)NC1=S | -2% | -63%[inhibitor]
COCc1cc(OC(=O)N(C)C)nc(-c2ccccc2)n1 | -2% | 2%

Only part of the results is shown; the hit share may differ from the screen's.
